NALP3 yeast inh – inhibitors of NALP3 inflammasome in yeast; Yeast reconstituted NLRP3/ASC/caspase-1, beta-gal luminescence, 24 h; inhibition, % at 10 µM; 330,000 compounds, 0.39% hits;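 active = inhibition of 50% or more; inactive = inhibition below 50%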;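 also: plate controls were induced DMSO wells for no effect and uninduced yeast grown without galactose for full effect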
hIAP activ – human IAP activation; P09923; purified human IAP, CDP-Star luminescence, 30 min; hits give high values; 1 = vehicle-only enzyme, 0 = enzyme-free background; activation factor at 10 µM; 330,000 compounds, 0.16% hits;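 active = activation factor of the enzyme at least 2-fold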; also: the source names both 10 and 20 µM as test concentration; values of inactives mirror those of a sister screen read the other way
Target sequence (P09923 whole entry, looked up): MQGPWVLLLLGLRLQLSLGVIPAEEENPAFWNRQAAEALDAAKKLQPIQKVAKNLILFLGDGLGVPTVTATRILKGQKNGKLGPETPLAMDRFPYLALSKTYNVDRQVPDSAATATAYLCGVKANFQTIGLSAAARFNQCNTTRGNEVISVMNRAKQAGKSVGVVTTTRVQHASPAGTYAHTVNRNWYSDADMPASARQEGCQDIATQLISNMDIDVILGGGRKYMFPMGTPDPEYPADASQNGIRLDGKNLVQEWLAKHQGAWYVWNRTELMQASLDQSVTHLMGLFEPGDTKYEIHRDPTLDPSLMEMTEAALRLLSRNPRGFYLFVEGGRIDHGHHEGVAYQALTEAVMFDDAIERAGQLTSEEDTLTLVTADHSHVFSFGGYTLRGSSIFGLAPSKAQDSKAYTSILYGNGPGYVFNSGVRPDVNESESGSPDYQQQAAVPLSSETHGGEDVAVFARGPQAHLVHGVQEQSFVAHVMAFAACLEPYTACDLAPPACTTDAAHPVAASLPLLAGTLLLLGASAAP
mIAP activ – mouse IAP activation; muIAP, CDP-Star luminescence, 30 min; hits give high values; 1 = vehicle-only enzyme signal, 0 = enzyme-free wells; activation factor at 10 µM; 330,000 compounds, 0.24% hits;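 active = activation factor of at least 2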; also: the source names both 10 and 20 µM as test concentration; values of inactives mirror those of a sister screen read the other way
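Assay system: mouse IAP enzyme; Reagent: CDP-Star chemiluminescent phosphatase substrate; Compound: DMSO-dissolved test compounds; Incubation: 30 min, room temperature; Technique: luminescence from enzymatic CDP-Star hydrolysis; Controls: DMSO-only wells and no-enzyme negative control.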
mIAP inh – blocks mouse intestinal alkaline phosphatase. purified mouse IAP, CDP-Star luminescence, 30 min. inhibition, % at 10 µM. 330,000 compounds, 0.2% hits. AID 2806;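 active = inhibition of at least 40% at 10 µM in the primary screen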;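 also: plate controls were DMSO with enzyme for no effect and no enzyme wells for full effect; values of inactives mirror those of a sister screen read the other way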
APOBEC3G inh – APOBEC3G (human) deaminase inhibition; Q9HC16; recombinant A3G, ssDNA deamination FAM/TAMRA fluorescence; inhibition, % at 20 µM; 330,000 compounds, 0.28% hits; AID 493012;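 active = inhibition of at least 40% at 20 µM, with no more than 30% in the related APOBEC3A deaminase screen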;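 also: plate controls were DMSO wells with A3G for no effect and wells lacking A3G enzyme for full effect; some compounds called inactive have numbers as strong as hits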
beta cell repl – MIN6 beta-cell proliferation induction | MIN6 cells proliferation, ATPlite luminescence, 48 h; cells starved in 0.2% serum; 100% = growth in 10% serum | proliferation, % at 10 µM | 330,000 compounds, 0.29% hits;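 active = compounds whose signal lies at least 3.5 SD above the mean of all wells on their plate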;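 also: 0% = DMSO-treated cells in low-serum medium and 100% = 10% serum control; some compounds called inactive have numbers as strong as hits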
SENP1 inh – blocks the human SENP1 SUMO protease catalytic domain | Q9P0U3 | recombinant SENP1 catalytic domain, CyPet-SUMO1-YPet FRET cleavage | inhibition, % at 10 µM | 360,000 compounds, 0.21% hits;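 active = inhibition at least 30% at 10 µM, raw YFP signal under a set limit, fluorescence ratio 0.5 to 1.5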;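 also: 0% = enzyme with DMSO and 100% = no enzyme wells; some results filed as inactive read as strong as hits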
Target sequence (Q9P0U3 419-644 limits assumed): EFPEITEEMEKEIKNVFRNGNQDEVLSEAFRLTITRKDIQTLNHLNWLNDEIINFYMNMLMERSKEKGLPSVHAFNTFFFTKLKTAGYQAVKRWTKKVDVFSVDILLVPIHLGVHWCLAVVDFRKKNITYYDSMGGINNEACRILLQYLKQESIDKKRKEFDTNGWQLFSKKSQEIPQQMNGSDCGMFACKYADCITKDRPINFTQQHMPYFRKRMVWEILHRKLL
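Material: hSENP1 catalytic domain, recombinant; medium: Tris pH 8 with BME, BSA, NP40 and catalase; compound: single concentration of 10 µM compound, 0.5% DMSO final; technique: FRET read of cyan and yellow fluorescence; timing: 50 min enzyme reaction, room temperature, light-protected; reagent: SFCypet-SUMO1-SFYpet substrate at 25 nM; control set: no-enzyme low, enzyme-DMSO high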
APOBEC3A inh – blocks human APOBEC3A ssDNA deamination; P31941; recombinant A3A, FAM/TAMRA ssDNA deamination fluorescence; inhibition, % at 20 µM; 330,000 compounds, 0.41% hits;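 active = at least 40% inhibition at 20 µM here, with at most 30% in a related deaminase screen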;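 also: plate controls were A3A with DMSO for no effect and wells lacking A3A enzyme for full effect; some results filed as inactive read as strong as hits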
Target sequence (P31941 whole entry, looked up): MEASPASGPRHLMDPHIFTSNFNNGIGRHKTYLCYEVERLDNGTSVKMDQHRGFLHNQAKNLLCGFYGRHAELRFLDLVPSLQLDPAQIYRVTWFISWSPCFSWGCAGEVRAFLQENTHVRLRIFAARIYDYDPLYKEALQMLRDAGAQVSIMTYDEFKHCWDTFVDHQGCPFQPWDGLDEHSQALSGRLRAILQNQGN
hIAP block – blocks human intestinal alkaline phosphatase | P09923 | inhibition, % at 10 µM | AID 2544 | 330,000 compounds, 0.12% hits | purified IAP, CDP-Star luminescence, 30 min;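 active = inhibition reaching a set limit with compound at 10 µM in the primary screen, cut at about 35% in these data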;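 also: plate controls were DMSO wells with enzyme for no effect and no-enzyme buffer wells for full effect; values of inactives mirror those of a sister screen read the other way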
Active calls of the source: *; & = joins results of further samples. Only part of the results is shown, so the mix of outcomes need not match the whole.

SMILES | NALP3 yeast inh | hIAP activ | mIAP activ | mIAP inh | APOBEC3G inh | beta cell repl | SENP1 inh | APOBEC3A inh | hIAP block
COc1ccc(NC2CCCN(C(=O)c3cc4ncccn4n3)C2)cc1 (stereo not given) | 8 | 1.1 | 0.94 | 6 | -3 | 0 | -2 | -4 | -8
CC12CCC(=O)N1C(C(=O)Nc1cc(C(F)(F)F)ccc1N1CCCCC1)CS2 (stereo not given) | 8 | 0.98 | 0.94 | 6 | -6 | -6 | -3 | -1 | 2
CCn1nc(CC(=O)Nc2nnc(CC(=O)N3CCCC3)s2)c2ccccc2c1=O | -11 | 0.97 | 1 | 0 | -2 | -3 | 0 | -2 | 3
CC1CCCCC1NC(=O)CSc1nc2ccccc2c(=O)n1Cc1ccco1 (stereo not given) | -5 | 0.92 | 1 | -2 | 2 | -2 | 2 | 1 | 8
COc1ccc(-n2c(SCC(=O)NCc3cccs3)nnc2-c2ccoc2C)cc1 | 11 | 1.2 | 1 | -4 | 4 | -1 | -3 | 4 | -18
CC1CCCC(C)N1C(=O)CSc1ncccn1 (stereo not given) | 11 | 0.89 | 1 | -3 | -2 | 0 | 0 | -1 | 11
CCN(CC(=O)Nc1ccc(NC(C)=O)cc1)C(=O)c1cc2ccccc2oc1=O | 3 | 0.99 | 1 | 0 | -9 | 5 | -1 | -4 | 1
Cc1ccc(NC(=O)C(C)Sc2n[nH]c(CNc3ccccc3)n2)cc1 (stereo not given) | 8 | 1.1 | 0.88 | 12 | 0 | -4 | 0 | 0 | -8
CCOc1cc(/C=N/N2CCN(Cc3ccccc3)CC2)ccc1O | -13 | 0.89 | 1.1 | -8 | 0 | -1 | 6 | -2 | 11
CC(Sc1ccccc1)C(=O)NNC(=O)c1csc(N2CCOCC2)n1 (stereo not given) | 2 | 1.9 | 0.96 | 4 | -7 | 2 | 1 | 1 | -95
O=C(NCC(c1ccco1)N1CCN(c2ccccc2)CC1)C(=O)NC1CC1 (stereo not given) | 23 | 0.87 | 0.98 | 2 | -6 | 2 | 2 | -2 | 13
O=C(N/N=C/C(Cl)=C/c1ccccc1)c1ccco1 | 50 | 0.92 | 0.9 | 10 | -3 | -3 | 2 | -1 | 8
CCC(=O)N1CC(C)C(=O)Nc2ccccc21 (stereo not given) | 10 | 1 | 1 | -3 | -3 | -3 | 2 | -1 | -3
O=C(CC(C(=O)NCc1ccccc1)c1nc2ccccc2c(=O)[nH]1)NCc1ccccc1 (stereo not given) | -8 | 1 | 0.96 | 4 | -4 | -1 | 3 | 2 | -2
CCCOC(=O)c1cccc(NC(=O)c2cccnc2)c1 | 9 | 1 | 1.1 | -9 | -3 | -2 | 1 | -4 | -2
O=C(CCCC(=O)NNC(=O)Nc1ccccc1)NNC(=O)Nc1ccccc1 | 20 | 1.5 | 1.1 | -6 | -4 | 1 | 0 | 3 | -47
CC(C)(C)c1ccc(C(=O)c2c[nH]c(C(=O)NCCc3ccccn3)c2)cc1 | -11 | 1.2 | 1 | -3 | 0 | -3 | 3 | 1 | -17
NS(=O)(=O)c1ccc(NC(=O)CN2CCN(S(=O)(=O)c3ccc(F)cc3)CC2)cc1 | 17 | 0.89 | 0.98 | 2 | -5 | -3 | 1 | -6 | 11
CCn1c(-c2ccc(N(C)C)cc2)nc2ccccc21 | 7 | 0.88 | 0.95 | 5 | -3 | -6 | 2 | -1 | 12
CCOc1ccc(C(=O)NCC(=O)NCC(c2ccco2)N2CCCCC2)cc1 (stereo not given) | 12 | 1.2 | 1 | -2 | -3 | -4 | 0 | -2 | -16
COc1ccccc1C(=O)OCC(=O)NC1CCCC1 | 2 | 1 | 1.1 | -10 | 9 | -1 | 1 | 4 | -1
Cc1cc(N2CCOCC2)n2nc(C)c(-c3ccc(Cl)cc3)c2n1 | 4 | 0.84 | 1 | -3 | -2 | -2 | 1 | 0 | 16
O=C(Nc1ccccc1)C1CCCCC1 | 12 | 0.94 | 1 | -1 | -1 | -3 | 4 | 0 | 6
Nc1n[nH]c2cc(=O)n(-c3ccc(Cl)cc3)nc12 | -2 | 0.96 | 0.86 | 14 | -7 | 1 | -26 | -2 | 4
CCN(CCn1cccn1)Cc1cn[nH]c1-c1cccc2ccccc12 | 10 | 1.2 | 0.94 | 6 | -4 | 1 | -6 | -1 | -22
The results go on.
SMILES | NALP3 yeast inh | hIAP activ | mIAP activ | mIAP inh | APOBEC3G inh | beta cell repl | SENP1 inh | APOBEC3A inh | hIAP block
CC(C)(C)c1ccc(C(=O)N2CCC(C(=O)N3CCCCC3)CC2)cc1 | 24 | 0.9 | 0.97 | 3 | -14 | -3 | 1 | -5 | 10
CCOc1ccc(-c2noc(CCC(=O)NC3CCCC3)n2)cc1OC | 17 | 0.93 | 0.99 | 1 | -10 | 0 | 2 | -3 | 7
O=C(O)C1=CC[C@@H](c2ccc(Cl)cc2)N(S(=O)(=O)c2ccc(Cl)cc2)[C@H]1c1ccc(Br)cc1 | 6 | 1.1 | 0.87 | 13 | -4 | -5 | 1 | -3 | -10
CC(C)c1ccc(OCC(O)CN2CCN(c3ccccn3)CC2)cc1 (stereo not given) | 30 | 1.1 | 1 | -1 | -7 | 2 | 2 | -4 | -6
COc1ccc(NC(=O)c2c3c(nc4ccccc24)CCN(Cc2ccccc2)C3)c(OC)c1 | 31 | 1.1 | 1 | -3 | -4 | -2 | -2 | -6 | -8
CC(C)NC(=S)NN=C1CCCCCCCCCCC1 | 27 | 1.2 | 1.1 | -9 | -12 | -6 | 2 | -2 | -18
Cc1nonc1CN(C)C(=O)CC1C(=O)NCCN1Cc1cccc(C(F)(F)F)c1 (stereo not given) | 7 | 1 | 1 | -2 | -8 | -3 | -10 | -6 | -2
COc1ccc(S(=O)(=O)N2CCC(C(=O)NCCC3=CCCCC3)CC2)cc1C | 11 | 0.84 | 1.5 | -49 | -3 | -2 | 1 | 3 | 16
COc1ccc(NS(=O)(=O)c2c(C)n(C)c(=O)n(C)c2=O)cc1 | 11 | 0.87 | 0.95 | 5 | -8 | 6 | 1 | -5 | 13
OC(CNCC#Cc1ccccc1)c1ccccc1 (stereo not given) | -3 | 1.1 | 1.1 | -6 | -7 | 0 | 3 | 0 | -14
COc1ccc(C(=O)NC=C2C(=O)OC(C)(C)OC2=O)cc1 | 0 | 0.91 | 1 | -3 | 0 | -3 | 1 | 0 | 9
Cc1sc2ncnc(N3CCC(C(=O)Nc4ccc(Br)cc4Br)CC3)c2c1C | 22 | 0.91 | 1.1 | -8 | -10 | -6 | -3 | 18 | 9
Cc1cc(-c2ccc(C(C)C)c(S(=O)(=O)Nc3ccccn3)c2)on1 | 12 | 1.2 | 1.1 | -7 | -1 | -5 | -5 | 2 | -18
CCCCn1cnc2cc(C)c(C)cc21 | 24 | 0.93 | 0.95 | 5 | -5 | -2 | -3 | -1 | 7
CC(C)C(=O)N1CCN(c2ccccc2NC(=O)c2ccc([N+](=O)[O-])o2)CC1 | 23 | 0.81 | 0.99 | 1 | -4 | -4 | 1 | -1 | 19
CCOc1ccc(C2N(c3ccc(F)cc3)C(=O)C3CCCN32)cc1 (stereo not given) | 18 | 1 | 0.95 | 4 | -4 | -3 | -15 | -1 | -3
Cn1c(=O)cc(OCC(=O)NCc2cccs2)c2ccccc21 | -5 | 1.4 | 1 | -1 | -2 | -2 | 1 | -1 | -40
CCCCn1nnnc1NCc1cc(OC)c(OC)c(OC)c1 | 0 | 1.3 | 1.1 | -5 | -4 | -2 | 1 | -3 | -27
N#CCC(=O)NC(=O)NCC1CC1 | 14 | 1.1 | 0.99 | 1 | 24 | 1 | -4 | -2 | -6
O=C(/C=C/c1ccco1)OCC1CCCN2CCCCC12 (stereo not given) | 11 | 0.91 | 1 | -4 | -8 | 3 | 0 | -5 | 9
O=C(c1ccc(F)cc1)N(C(=O)c1ccc(F)cc1)c1ncccn1 | -7 | 0.99 | 0.89 | 11 | -6 | -1 | 1 | -3 | 1
COc1cc2nc(CC(C)C)n(NC(=O)c3ccccc3Br)c(=O)c2cc1OC | 16 | 1.1 | 1 | -3 | 3 | -2 | -2 | 5 | -5
Cc1onc(-c2ccccc2Cl)c1C(=O)N1C=CC(C(F)(F)Cl)=NCC1 | 33 | 1 | 1 | -1 | -8 | -1 | -1 | -3 | 0
Cc1ccccc1CSc1nc(-c2ccccc2)cc(=O)[nH]1 | 10 | 1 | 0.93 | 8 | -4 | -1 | 0 | 1 | -1
O=S(=O)(Nc1nc2ccccc2nc1Cl)c1ccccc1 | 3 | 0.92 | 0.85 | 15 | -6 | -2 | -4 | -3 | 8
More entries:
SMILES | NALP3 yeast inh | hIAP activ | mIAP activ | mIAP inh | APOBEC3G inh | beta cell repl | SENP1 inh | APOBEC3A inh | hIAP block
O=C(Nc1ccc(Cl)cc1)Nc1nnc(CSc2ccc(Cl)cc2)s1 | 13 | 0.99 | 1.1 | -6 | -3 | -6 | 2 | 0 | 1
COc1cc(C(=O)N2CCN(C3CCCCC3)CC2)cc(OC)c1OC | 9 | 0.97 | 1.1 | -10 | 0 | -3 | 2 | -3 | 3
COc1ccc2c(c1)c1ncn(Cc3ccco3)c(=O)c1n2C | 21 | 1.1 | 0.99 | 1 | -3 | -2 | 4 | -2 | -13
Brc1ccc(/C=N/c2nc3ccccc3n2CCN2CCOCC2)cc1 | 8 | 0.93 | 0.89 | 11 | -6 | 0 | -3 | 0 | 7
COc1cccc(-c2ncc3ccccc3c2COC(=O)c2ccc(C(C)(C)C)cc2)c1 | 8 | 1 | 1 | 0 | -7 | -7 | -2 | -1 | -4
Cc1ncc([N+](=O)[O-])n1CC(=O)Nc1ccccc1F | 9 | 1 | 0.94 | 6 | -7 | -3 | -1 | -5 | -1
CNC(=O)Oc1ccc2c(c1)[C@]1(C)CCN(C)C1N2C (stereo not given in full) | 9&19 | 0.92&1.4 | 1&1.1 | -3&-11 | -4&-6 | -2&-4 | 0 | 1&-6 | 8&-37
O=C(C1CC1)N1CCc2cc(S(=O)(=O)NC3CCN(Cc4ccccc4)CC3)ccc21 | 2 | 1 | 0.93 | 7 | 0 | 2 | 2 | 0 | -4
O=C(COC(=O)/C=C/c1ccc(OC(F)F)cc1)NC(=O)NCc1ccccc1 | 10 | 0.94 | 0.85 | 14 | -7 | 1 | 3 | -1 | 6
COc1ccc(-c2c(-c3cc(OC)cc(OC)c3)n(C)c3ccc(-c4cc(F)cc(OC)c4)cc23)cc1 | 8 | 1.1 | 1.1 | -6 | -5 | -3 | -1 | 2 | -10
COc1cc(OC)cc(C(=O)NCC(=O)N2CCCCC2)c1 | 6 | 1 | 1 | -3 | -4 | -3 | 1 | -4 | -2
COc1ccc(C)cc1NC(=O)COC(=O)C1CCN(C(=O)c2ccc(Cl)cc2)CC1 | 9 | 1.1 | 1 | -4 | -7 | -1 | 2 | 0 | -13

Compound activity from PubChem.
